Compound activity as filed in PubChem.
GSH bead fluor – compound fluoresces at 488/530 nm on GSH beads; GSH beads flow cytometry, compound fluorescence 488/530 nm; hits give high values; fluorescence (KMESF) at 10 µM; 0.25% of 190,000 active; AID 1776; in the data active = fluorescence above about 89;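 also: glutathione beads carrying GST-tagged Bcl family fusion proteins plus one bare bead set; values are compound well signal with DMSO vehicle wells as background; inactives centre near 16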
RGS7-Gao reg – modulates binding of RGS7 to human Galphao | P09471 | 0.35% of 220,000 active | binding response (% of control), % at 10 µM | AID 1439 | Multiplexed bead flow cytometry; actives lie on both sides; in the data active = binding response below about 49% or above about 150%; inconclusive = no clear call, values can overlap the other calls; inactive = in between;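 also: fluorescent Galphao held in activated GDP-AlF4 state binding bead-coupled RGS7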
Mcl1 Bid PPI – Mcl-1/Bid interaction inhibition; TR-FRET Mcl-1/Bid-Dy647 peptide binding, 1536-well; inhibition, % at 21.7 µM; 0.97% of 220,000 active; AID 1021;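 active = compounds that cut the binding signal by more than half at the single screening dose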;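 also: His-tagged Mcl-1 with europium anti-His antibody binding Bid BH3 peptide; 0% = Mcl-1 plus peptide wells and 100% = peptide-only wells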
Bcl-XL Bim block – disrupts Bim peptide binding to human Bcl-XL. 0.04% of 190,000 active. inhibition, % at 10 µM. bead flow cytometry, fluorescence
Target sequence (Q07817 whole entry, looked up): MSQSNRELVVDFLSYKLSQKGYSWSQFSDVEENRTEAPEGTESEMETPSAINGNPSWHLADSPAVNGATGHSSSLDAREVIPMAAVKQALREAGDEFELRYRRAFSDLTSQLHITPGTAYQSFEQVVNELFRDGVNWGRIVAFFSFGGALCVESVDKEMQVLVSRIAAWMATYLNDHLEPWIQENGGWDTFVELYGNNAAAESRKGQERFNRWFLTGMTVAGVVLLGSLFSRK
RGS8-Gao reg – human RGS8-Galphao interaction regulation; P09471; multiplexed bead flow cytometry, RGS8-Galphao binding; actives lie on both sides; response (percent of control binding), % at 10 µM; 0.34% of 220,000 active; AID 1423; in the data active = response below about 60% or above about 140%; inactive = in between;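 also: Galphao activated as the GDP aluminium fluoride complex binding bead-coupled RGS8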
Bcl-2 Bim block – inhibitors of Bim-Bcl-2 interaction, human. P10415. 0.06% of 190,000 active. inhibition, % at 10 µM. Bead-based flow cytometry, Bim peptide-Bcl-2 binding; in the data active = inhibition above about 40%; inconclusive = no clear call, values can overlap the other calls;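 also: 0% = no compound wells with probe peptide and 100% = reference peptide inhibitor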
Target sequence (P10415 whole entry, looked up): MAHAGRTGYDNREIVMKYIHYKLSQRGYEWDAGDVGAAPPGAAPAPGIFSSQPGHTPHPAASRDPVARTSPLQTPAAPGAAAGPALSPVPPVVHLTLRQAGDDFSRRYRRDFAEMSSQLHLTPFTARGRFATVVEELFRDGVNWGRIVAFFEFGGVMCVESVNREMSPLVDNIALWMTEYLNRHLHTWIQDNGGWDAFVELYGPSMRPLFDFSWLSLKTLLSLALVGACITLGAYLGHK
RGS4-Gao reg – modulates binding of RGS4 to human Galphao; Multiplexed bead flow cytometry; actives lie on both sides; binding response (% of control), % at 10 µM; 0.33% of 220,000 active; AID 1415; in the data active = binding response below about 49% or above about 150%; inactive = in between;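 also: fluorescent Galphao activated with aluminum fluoride binding bead-coupled RGS4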
Bim-Bcl-W – human Bim-Bcl-W interaction inhibition. Q92843. bead-based flow cytometry, Bim peptide-Bcl-W binding. AID 952. inhibition, % at 10 µM. 0.02% of 190,000 active;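 also: 0% = bound tracer without compound and 100% = peptide blocker; higher means less fluorescent Bim peptide bound to Bcl-W beads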
Target sequence (Q92843 whole entry, looked up): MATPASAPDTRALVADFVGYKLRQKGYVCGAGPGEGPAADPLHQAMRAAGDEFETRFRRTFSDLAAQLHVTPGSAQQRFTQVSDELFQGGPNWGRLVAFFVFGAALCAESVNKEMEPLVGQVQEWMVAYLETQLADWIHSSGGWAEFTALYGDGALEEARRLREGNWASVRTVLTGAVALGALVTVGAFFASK
Bim-Bfl-1 – human Bim-Bfl-1 interaction inhibition; Bead-based flow cytometry, Bim-Bfl-1 binding inhibition; inhibition, % at 10 µM; 0.12% of 190,000 active; AID 1008;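 also: 0% = wells without compound plus tracer and 100% = blocker peptide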
Bim-Mcl-1 – disrupts Bim peptide binding to human Mcl-1. Q07820. Bead-based flow cytometry, Bim peptide-Mcl-1 binding. inhibition, % at 10 µM. 0.1% of 190,000 active. AID 1009;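 also: 0% = no compound tracer wells and 100% = peptide blocker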
Bim-Bcl-B – disrupts Bim peptide binding to human Bcl-B | Q9HD36 | 0.073% of 190,000 active | bead-based flow cytometry | inhibition, % at 10 µM;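 also: 0% = tracer peptide without compound and 100% = reference inhibitor peptide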
Target sequence (Q9HD36 whole entry, looked up): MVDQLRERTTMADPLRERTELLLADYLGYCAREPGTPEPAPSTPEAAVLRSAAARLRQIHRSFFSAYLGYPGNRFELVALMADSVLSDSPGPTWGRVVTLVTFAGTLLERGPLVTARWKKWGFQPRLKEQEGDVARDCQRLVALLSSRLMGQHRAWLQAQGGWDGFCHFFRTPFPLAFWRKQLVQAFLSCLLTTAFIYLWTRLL
Starred values were filed as active, the others as inactive; ? = inconclusive. Rule as the data show it, unless noted: active = inhibition above about 40%.

Key to letters: A = GSH bead fluor; B = RGS7-Gao reg; C = Mcl1 Bid PPI; D = Bcl-XL Bim block; E = RGS8-Gao reg; F = Bcl-2 Bim block; G = RGS4-Gao reg; H = Bim-Bcl-W; I = Bim-Bfl-1; J = Bim-Mcl-1; K = Bim-Bcl-B
COc1ccc(N2C(=O)CC(N3CC=C(c4ccccc4)CC3)C2=O)cc1 (stereo not given)
  A = 25; B = 102; C = -6; D = -5; E = 98; F = -7; G = 97; H = 0; I = -13; J = -1; K = -4

O=C1c2cccc3cccc(c23)C(=O)N1/N=C/c1c(O)n(-c2ccccc2)c(=O)[nH]c1=O
  A = 10; B = 93; C = -12; D = -9; E = 100; F = -3; G = 100; H = -6; I = -8; J = -4; K = -6

O=c1[nH]c(O)c(N=Nc2ccc(S(=O)(=O)N3CCOCC3)cc2)c(=O)[nH]1
  A = 8; B = 97; C = -29; D = -5; E = 97; F = -3; G = 98; H = -4; I = 1; J = -4; K = -14

COc1ccc(S(=O)(=O)Cc2ccc(C(=O)N3CCC4(CC3)OCCO4)o2)cc1
  A = 50; B = 102; C = -42; D = -4; E = 101; F = -6; G = 103; H = 0; I = -6; J = -59; K = -20

Fc1ccc(CCNCc2ccc(Cl)c(Cl)c2)cc1
  A = 7; B = 102; C = 10; D = -2; E = 101; F = 0; G = 95; H = 0; I = 0; J = 1; K = 0

CCN(CC)c1ccc(/C=C2\C(=O)NC(=O)N(Cc3ccco3)C2=O)cc1
  A = 15; B = 95; C = -58; D = -3; E = 101; F = -4; G = 97; H = -1; I = -8; J = 0; K = -3

CC(=O)N1N=C2C3CCN(CC3)C2C1c1ccc(C)cc1 (stereo not given)
  A = 16; B = 106; C = -7; D = 0; E = 114; F = 0; G = 109; H = 0; I = 0; J = 0; K = 0

CCOC(=O)C1CCN(/C=C2\C(=O)NC(=S)N(CC)C2=O)CC1
  A = 10; B = 103; C = -32; D = 0; E = 103; F = 0; G = 99; H = 2; I = -2; J = 2; K = -1

COc1ccc(C2NCc3ccc4c(c3-n3cccc32)OCO4)cc1O (stereo not given)
  A = 26; B = 93; C = -10; D = -1; E = 96; F = -12; G = 97; H = 0; I = -13; J = -3; K = -8

CC(C)C12CN3CCN(CC(C3)C1O)C2 (stereo not given)
  A = 27; B = 100; C = -40; D = -3; E = 100; F = 0; G = 108; H = 0; I = 0; J = -1; K = -1

Reprinted from the part before: two entries, then new ones.
Key to letters: A = GSH bead fluor; B = RGS7-Gao reg; C = Mcl1 Bid PPI; D = Bcl-XL Bim block; E = RGS8-Gao reg; F = Bcl-2 Bim block; G = RGS4-Gao reg; H = Bim-Bcl-W; I = Bim-Bfl-1; J = Bim-Mcl-1; K = Bim-Bcl-B
COc1ccc(C2NCc3ccc4c(c3-n3cccc32)OCO4)cc1O (stereo not given)
  A = 26; B = 93; C = -10; D = -1; E = 96; F = -12; G = 97; H = 0; I = -13; J = -3; K = -8

CC(C)C12CN3CCN(CC(C3)C1O)C2 (stereo not given)
  A = 27; B = 100; C = -40; D = -3; E = 100; F = 0; G = 108; H = 0; I = 0; J = -1; K = -1

COc1ccc(CCNC2CCCCC2)cc1OC
  A = 18; B = 95; C = -19; D = -5; E = 99; F = -2; G = 100; H = 1; I = -5; J = -2; K = -3

O=S(=O)(c1ccccc1)N1CN2CCN(C2)C1
  A = 24; B = 99; C = -10; D = -4; E = 101; F = -6; G = 101; H = 0; I = -10; J = -1; K = -7

CCOP(=O)(OCC)C1(O)C(=O)Nc2ccccc21 (stereo not given)
  A = 8; B = 100; C = -10; D = -4; E = 102; F = 0; G = 102; H = -1; I = -2; J = -2; K = -4

O=[N+]([O-])c1ccc(N2CCOCC2)c2cccnc12
  A = 24; B = 104; C = -29; D = 0; E = 99; F = 0; G = 98; H = 0; I = -2; J = 3; K = -1

O=C(c1ccc(Cl)cc1)C1CCCN(Cc2cccc3cnccc23)C1 (stereo not given)
  A = 15; B = 107; C = -85; D = -6; E = 104; F = -5; G = 100; H = -4; I = -7; J = -4; K = -6

Cc1ccc(-c2nc3ccccc3c(=O)n2-c2ncccc2C)cc1
  A = 29; B = 100; C = -4; D = -3; E = 102; F = -4; G = 102; H = -1; I = -1; J = -1; K = -4

CC(=O)Nc1ccccc1C(=O)OCc1ccc(C(=O)c2ccccc2)cc1
  A = 23; B = 98; C = 2; D = 0; E = 99; F = 2; G = 99; H = -1; I = -1; J = -3; K = -7

O/N=C1/C(=C\c2ccccc2)N2CCC1CC2
  A = 24; B = 101; C = -13; D = -10; E = 103; F = -16; G = 99; H = -6; I = -20; J = -7; K = -10

O/N=C1\CCC2CN(C3CCCCC3)CC2C1 (stereo not given)
  A = 8; B = 103; C = -19; D = 2; E = 105; F = 0; G = 103; H = 0; I = -1; J = 1; K = 2

CCCCCCn1c(O)c(C=NCCN2CCOCC2)c(=O)[nH]c1=O
  A = 23; B = 100; C = 99*; D = -1; E = 102; F = 1; G = 100; H = 2; I = 1; J = -1; K = 4

O=P(O)(O)/C=C(\Cl)c1ccccc1
  A = 15; B = 104; C = 4; D = 0; E = 102; F = 0; G = 103; H = -2; I = -1; J = 0; K = -1

CC12CN3CC(C)(CN(C1)C3c1ccco1)C2=O (stereo not given)
  A = 67; B = 95; C = -17; D = 3; E = 97; F = 0; G = 93; H = 3; I = 4; J = 0; K = 6

CN1CCc2nc3sc(C(=O)NC(C)(C)C)c(N)c3cc2C1
  A = 13; B = 94; C = -17; D = -3; E = 96; F = -1; G = 99; H = -1; I = 0; J = -3; K = -1

C(=NC12CN3CN(CN(C3)C1)C2)c1cccs1
  A = 26; B = 99; C = -11; D = -4; E = 105; F = -2; G = 98; H = -1; I = -1; J = -2; K = -3

O=c1[nH]c(=O)n(-c2cccc(Cl)c2)c(O)c1C=NCCN1CCCCC1
  A = 17; B = 106; C = -38; D = -2; E = 104; F = 0; G = 101; H = -7; I = -4; J = -4; K = -5

CC1OC(NCCc2ccccc2)C(O)C(O)C1O (stereo not given)
  A = 16; B = 100; C = 6; D = -9; E = 99; F = -7; G = 102; H = -7; I = -8; J = -3; K = -8

O=c1[nH]c(=S)n(C2CC2)c(O)c1C=Nc1cccc(C(F)(F)F)c1
  A = 20; B = 96; C = -16; D = -9; E = 100; F = -4; G = 100; H = -5; I = -2; J = -10; K = -10

CCOP(=O)(OCC)C(O)c1ccc(OC)c(OC)c1 (stereo not given)
  A = 30; B = 91; C = -32; D = 3; E = 93; F = 0; G = 93; H = -4; I = -2; J = -1; K = 0

CCc1ccc2c(CN3CC=C(c4ccccc4)CC3)cc(=O)oc2c1
  A = 10; B = 103; C = -8; D = -2; E = 101; F = 0; G = 105; H = -3; I = 0; J = -2; K = -7

Cc1cccc(-n2c(O)c(/C=C/C=Nc3ccccc3)c(=O)[nH]c2=O)c1
  A = 10; B = 107; C = -28; D = -7; E = 104; F = -1; G = 102; H = 0; I = -9; J = 0; K = -1

O=c1[nH]c(=O)n(CCC2=CCCCC2)c(O)c1C=NC1CCN(Cc2ccccc2)CC1
  A = 7; B = 98; C = -50; D = -1; E = 100; F = -5; G = 95; H = 5; I = -9; J = -1; K = -5

Cc1ccccc1-n1c(O)c(/C=N/Nc2nc3c(c(=O)n(C)c(=O)n3C)n2C)c(=O)[nH]c1=S
  A = 13; B = 95; C = -107; D = -6; E = 89; F = 0; G = 96; H = -9; I = 2; J = -18; K = -9

O=C(c1cccn2c(=O)c3cc(Br)ccc3nc12)N1CCC2(CC1)OCCO2
  A = 18; B = 102; C = 11; D = 2; E = 103; F = 0; G = 99; H = 2; I = 0; J = 1; K = 0

Cc1c2cnn(CC(=O)N3CCC4(CC3)OCCO4)c(=O)c2c(C)n1Cc1ccc(F)cc1
  A = 25; B = 96; C = -31; D = -3; E = 95; F = 1; G = 93; H = -3; I = -2; J = -3; K = -3

CC(=NCc1cccnc1)c1c(O)n(-c2ccccc2C)c(=O)[nH]c1=O
  A = 34; B = 97; C = -10; D = -15; E = 98; F = -4; G = 97; H = -6; I = -4; J = -5; K = -2

Cc1ccc(-n2c(O)c(C=Nc3ccc(S(=O)(=O)N(C)C)cc3)c(=O)[nH]c2=O)cc1
  A = 49; B = 94; C = -16; D = 20; E = 94; F = -9; G = 94; H = 3; I = -13; J = -1; K = -9

Cc1nc2ccccc2c(=O)n1-c1cccnc1
  A = 49; B = 101; C = -20; D = 2; E = 102; F = -4; G = 107; H = 4; I = -7; J = 2; K = -4

Cc1ccc2c(c1)N(N=O)CCC2
  A = 5; B = 104; C = -13; D = 0; E = 102; F = 2; G = 102; H = 0; I = 0; J = 0; K = 1

Cc1c(C=O)c2ccccc2n1Cc1ccc(F)cc1
  A = 23; B = 103; C = -12; D = 0; E = 102; F = -3; G = 101; H = 0; I = 8; J = 0; K = 1

CC(=O)c1cccc(OCC(O)CN2CC=C(c3ccccc3)CC2)c1 (stereo not given)
  A = 26; B = 105; C = 27; D = -4; E = 103; F = -12; G = 106; H = -2; I = -8; J = -1; K = -9

C=CCn1c(O)c(C(C)=NCCN2CCOCC2)c(=O)[nH]c1=O
  A = 52; B = 100; C = -3; D = -7; E = 103; F = -8; G = 97; H = -2; I = -16; J = 1; K = -8

Cc1nn(Cc2ccccc2)c(C)c1C(=O)OCC(=O)Nc1ccccc1SCC#N
  A = 57; B = 99; C = -56; D = 3; E = 100; F = -6; G = 98; H = 0; I = -12; J = -1; K = -8

[N-]=[N+]=NCc1cn2cccnc2n1
  A = 9; B = 100; C = -33; D = -1; E = 103; F = -2; G = 101; H = 0; I = -4; J = 2; K = 1

Cc1cc(NC(=O)CCC(=O)N2CCC3(CC2)OCCO3)no1
  A = 20; B = 100; C = -6; D = -4; E = 102; F = -6; G = 101; H = -1; I = -14; J = -2; K = -5

CCOP(=O)(OCC)C(C)(C)NC(=O)C(Cl)(Cl)Cl
  A = 14; B = 103; C = 14; D = -2; E = 101; F = 0; G = 104; H = 0; I = 0; J = -2; K = -4

CCC(C)OC(=O)c1c(N)n(Cc2cccs2)c2nc3ccccc3nc12 (stereo not given)
  A = 23; B = 103; C = 10; D = -2; E = 98; F = -8; G = 97; H = 2; I = -6; J = -1; K = -8

CC(C)(C)NC(=O)NC(=O)CN1CC=C(c2ccccc2)CC1
  A = 10; B = ?; C = -46; D = 0; E = 102; F = 1; G = 108; H = 1; I = -2; J = 0; K = -2

O=C(CCCOc1ccc(Cl)cc1Cl)N1CCC2(CC1)OCCO2
  A = 24; B = 105; C = 1; D = -3; E = 103; F = -3; G = 101; H = 0; I = -7; J = -2; K = -10

Only part of the results is shown, so the mix of outcomes need not match the whole.
